BioA inh: M. tuberculosis BioA enzyme inhibitors, primary screen, biochemical, plate reader, single point, HTS; 7,8-diaminopelargonic acid synthase BioA (Mycobacterium tuberculosis); purified M. tuberculosis BioA enzyme; 360,000 compounds, 0.096% hits; inhibition, % at 9.99 µM; in the data active = inhibition above about 40%; inconclusive = no clear call, values can overlap the other calls
BoNT F protease: BoNT/F light chain protease inhibitors, primary screen, biochemical, flow cytometry, MLPCN library. inhibition, % at 10 µM. Multiplex microsphere protease cleavage assay. 360,000 compounds, 0.22% hits. Botulinum neurotoxin type F light chain protease (Clostridium botulinum); in the data active = inhibition above about 35%, passing the limit was not always enough; inconclusive = no clear call, values can overlap the other calls; also: plate controls were buffer without enzyme for full effect and enzyme alone for no effect
BoNT-A LC inh2: BoNT/A light chain protease inhibitors, primary screen, biochemical, flow cytometry, MLPCN library. Botulinum neurotoxin type A light chain protease (Clostridium botulinum A str. ATCC 3502). multiplex microsphere protease substrate cleavage. inhibition, % at 10 µM. 360,000 compounds, 0.17% hits; also: plate controls were buffer without enzyme for full effect and enzyme alone for no effect
Mtb FBA inh: Mtb FBA enzyme inhibitors, primary screen, biochemical, fluorescence, strain H37Rv. inhibition, % at 1 µM. Fructose-bisphosphate aldolase (Mycobacterium tuberculosis (strain ATCC 25618 / H37Rv)), …. AID 588726, 2011. 360,000 compounds, 2.3% hits. purified M. tuberculosis FBA, fluorescence read-out; in the data active = inhibition above about 27%;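 also: 0% = vehicle and 100% = reference inhibitor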
Target sequence (P9WQA3 whole entry, looked up): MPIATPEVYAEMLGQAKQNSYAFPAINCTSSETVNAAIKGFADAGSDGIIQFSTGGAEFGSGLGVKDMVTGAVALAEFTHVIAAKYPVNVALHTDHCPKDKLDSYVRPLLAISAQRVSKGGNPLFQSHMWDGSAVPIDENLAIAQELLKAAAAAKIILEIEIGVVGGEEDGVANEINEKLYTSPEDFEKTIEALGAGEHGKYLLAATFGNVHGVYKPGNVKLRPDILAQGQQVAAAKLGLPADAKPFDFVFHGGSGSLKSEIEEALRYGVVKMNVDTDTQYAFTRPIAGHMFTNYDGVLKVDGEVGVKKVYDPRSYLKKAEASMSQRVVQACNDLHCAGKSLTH
FadD28 binding: inhibitors of FadD28 bisubstrate probe binding, primary screen, biochemical, fluorescence polarization, single point. inhibition, % at 12.5 µM. Mycobacterium tuberculosis FadD28 fatty-acid-AMP ligase. 360,000 compounds, 0.22% hits; in the data active = inhibition above about 8.5%, passing the limit was not always enough; inconclusive = no clear call, values can overlap the other calls
Anthrax LF prot: Bacillus anthracis LF protease inhibitors, primary screen, biochemical, multiplex microsphere, MLPCN library. Lethal factor (Bacillus anthracis), P15917. multiplex microsphere protease cleavage assay. inhibition, % at 10 µM. 360,000 compounds, 0.12% hits. AID 588501, 2011; also: plate controls were buffer without enzyme for full effect and enzyme alone for no effect
Mtb UGM inh: M. tuberculosis UGM enzyme inhibitors, primary screen, biochemical, fluorescence polarization, single point. UDP-galactopyranose mutase (Mycobacterium tuberculosis (strain ATCC 25618 / H37Rv)), …. purified UGM, fluorescence polarization probe displacement. inhibition, % at 10 µM. 320,000 compounds, 0.06% hits; in the data active = inhibition above about 10%, passing the limit was not always enough; inconclusive = no clear call, values can overlap the other calls
Target sequence (P9WIQ1 whole entry, looked up): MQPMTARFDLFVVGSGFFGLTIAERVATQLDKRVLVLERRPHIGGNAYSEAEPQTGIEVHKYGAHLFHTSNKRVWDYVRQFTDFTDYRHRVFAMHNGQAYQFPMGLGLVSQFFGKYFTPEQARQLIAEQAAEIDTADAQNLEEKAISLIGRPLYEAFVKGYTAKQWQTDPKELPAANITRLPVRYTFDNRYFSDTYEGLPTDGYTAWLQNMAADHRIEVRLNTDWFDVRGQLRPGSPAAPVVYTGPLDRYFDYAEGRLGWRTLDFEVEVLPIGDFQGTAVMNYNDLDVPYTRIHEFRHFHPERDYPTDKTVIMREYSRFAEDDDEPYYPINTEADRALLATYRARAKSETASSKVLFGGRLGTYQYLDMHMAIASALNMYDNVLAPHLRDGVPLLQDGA
PfHsp40 rescue: rescue of yeast from PfHsp40 toxicity, primary screen, S. cerevisiae, ATP luminescence; S. cerevisiae expressing PfHsp40, growth rescue; growth rescue, % at 12.5 µM; 340,000 compounds, 0.68% hits; in the data active = growth rescue above about 28%, passing the limit was not always enough; inconclusive = no clear call, values can overlap the other calls;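 also: yeast W303a lacking pdr1 and pdr3 grown in galactose medium; growth measured after three days at 30 °C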
GDH-TPI inh: GDH-TPI coupling enzyme inhibitors, primary screen, artefact control for M. tuberculosis FBA inhibitor project, biochemical, absorbance, full deck; GDH-TPI coupled enzyme counterscreen, NADH absorbance; inhibition, % at 4.8 µM; 360,000 compounds, 1.2% hits; in the data active = inhibition above about 30%;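 also: 0% = DMSO wells and 100% = wells lacking the enzyme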
* hit, by the source's call; ? = inconclusive; . = no result given; & = joins results of further samples. Rule as the data show it, unless noted: active = inhibition above about 30%; inconclusive = no clear call, values can overlap the other calls; inactive = below that.

SMILES	BioA inh	BoNT F protease	BoNT-A LC inh2	Mtb FBA inh	FadD28 binding	Anthrax LF prot	Mtb UGM inh	PfHsp40 rescue	GDH-TPI inh
C[N+]1(CC2COC3(CCCCC3)O2)CCCCC1 (configuration not stated)	8.2	-3	1.9	1	-2.6	-4	1.8	1.0	11
CCCc1nnc(SCC(=O)N2CCCCC2)n1CCCOC	.	4	1.5	3	-0.1	-4	1.2	0.5	9
Cc1ccc(C2(C)NC(=O)N(CC(=O)NCCN3C(=O)S/C(=C\c4cccnc4)C3=O)C2=O)cc1 (configuration not stated)	-1.5	-28	-14	3	-0.6	-6	.	-0.7	18
COc1ccc(CC2(C)OC(c3ccc([N+](=O)[O-])cc3)=NN2C(C)=O)cc1 (configuration not stated)	.	2	11	1	-0.2	1	-3.9	?	9
Cc1ccc(NC(=O)NC2CCCc3ccccc32)cc1 (configuration not stated)	1.1	7	1.6	2	-3.3	1	0.3	-0.6	-2
Cc1ccc(C(=O)Nc2ncc(C)s2)o1	-5.5	-7	-0.2	4	-0.1	0	0.4	-0.1	25
Cc1oc(-c2ccccc2F)nc1CS(=O)CC(=O)NCc1ccc2c(c1)OCO2 (configuration not stated)	-0.7	-3	-0.2	4	0.5	4	-0.6	0.0	11
COc1ccccc1N1CCN(/N=C/c2ccc([N+](=O)[O-])cc2)CC1	3.4	?	0.6	5	0.8	3	1.5	3.0	4
Cc1ccc(NC(=S)N2CCN(S(=O)(=O)c3c(F)cccc3F)CC2)cc1C	-0.1	-3	-1.0	-1	-3.3	-3	1.3	1.5	-4
CC(C)(C)c1ccc(-n2ncc3c2CCCC3NC(=O)CN2CCCC2=O)cc1 (configuration not stated)	-0.5	9	0.7	1	-2.7	0	1.1	-0.9	-4
CCOC(=O)c1c(C)nc2sc3c(=O)n(-c4ccc(C)cc4)cnc3c2c1-c1ccc(OC)cc1	-0.9	-4	0.6	0	1.4	0	1.3	-1.7	15
CC1(C(=O)O)C=CC2(CCCCC2)N1C(=O)c1ccccc1 (configuration not stated)	-0.5	4	-0.1	1	0.4	0	1.1	-0.7	3
COC(=O)c1sc2nc(-c3ccco3)ccc2c1N	.	7	6.7	2	1.1	0	2.5	2.6	18
Cc1ccsc1/C=N/n1c(-c2ccncc2)n[nH]c1=S	-0.2	-19	-0.1	-3	-0.6	-2	-0.9	-1.3	13
Cc1ccc(-n2c(N)c(C(=O)NCc3ccco3)sc2=S)cc1	4.7	3	-1.0	-4	-5.8	-6	2.2	4.7	16
CS(=O)(=O)N(CC(=O)Nc1ccc2c(c1)OCCO2)Cc1ccc(Cl)cc1	4.7	23	1.4	-1	-3.4	-5	1.1	0.2	0
COc1ccc(NC(=O)Cc2cccs2)c(OC)c1	-0.2	11	4.2	-2	-0.7	3	-3.0	-0.1	-8
O=S(=O)(c1ccc(Br)cc1)N1CCN(c2cc(-c3ccccc3)nc3ncnn23)CC1	-3.8	0	0.3	-1	-1.0	3	0.0	-0.8	10
CCCC(C)c1nc(C(N)=O)c2[nH]c(=O)n(-c3ccc(OC)c(OC)c3)c2n1 (configuration not stated)	6.0	4	-1.3	-1	-1.7	-2	-1.5	1.9	8
COc1ccc(-n2nc(C(=O)NCC(=O)N3CC(C)CC(C)C3)c3ccccc3c2=O)cc1 (configuration not stated)	2.6	-9	-0.6	-2	-1.0	-2	-2.6	-0.9	-7
O=c1[nH]c(CSc2ncc(-c3ccc(F)cc3)n2Cc2ccco2)nc2ccccc12	0.6	-12	-1.0	0	-10	-3	-1.3	-0.6	-5
O=C(C[N+]12CCC(CC1)C(O)C2)c1ccc(Br)cc1 (configuration not stated)	-0.5	-1	1.1	2	.	5	-1.0	-0.2	4
CC1CCC(NC(=O)c2cnccn2)CC1 (configuration not stated)	-2.1	1	-0.8	-1	-3.7	-1	1.8	-0.5	-10
CCOC(=O)/C(=N/Nc1ccc(Cl)cc1)S(=O)(=O)c1ccccc1	-0.5	-7	-0.8	-3	0.0	-4	1.7	-1.2	27
O=C(CNS(=O)(=O)c1cccs1)N1CCC2(CC1)OCCO2	-2.1	0	0.2	0	-1.5	-2	1.7	-2.3	6
Cc1c(COc2ccc3ccccc3c2)nnn1CC(=O)NS(=O)(=O)c1ccccc1C(F)(F)F	0.2	-2	0.2	0	-0.9	5	.	.	1
CC(=O)C1=C(O)C(=O)N(c2ccc(Br)cc2)C1c1ccc(Cl)cc1 (configuration not stated)	2.3	-3	-0.3	2	-37	-14	-0.7	1.4	4
O=C(Nc1ccncc1)C1c2ccccc2Oc2ccccc21	1.4	2	0.7	0	-3.6	-5	-1.0	1.2	12
COc1ccc(-n2c(SCC(=O)Nc3nccs3)nnc2-c2ccoc2C)cc1	-0.8	-15	-0.7	0	-4.8	-5	0.5	0.5	-8
COCCn1c(SCC(=O)Nc2cccc(C)n2)nnc1-c1ccco1	-0.9	-4	-0.3	-1	-2.3	-3	0.4	0.8	6
COc1ccc(OC)c(/C=C2\SC(N3CCCCC3)=NC2=O)c1	1.8	11	1.2	1	-0.2	-2	-0.6	3.2	18
CNC(=O)[C@H]1O[C@@H](n2cnc3c(NCc4cccc(I)c4)nc(Cl)nc32)[C@H](O)[C@@H]1O	1.5	-8	-0.6	-1	-4.9	8	0.7	-0.5	6
CCC(C)[C@H](NC(=O)NCCC1=CCCCC1)C(=O)O (some centres not stated)	.	0	-1.1	4	-1.0	-10	-1.0	-1.3	1
CC(=O)c1ccc(OC(C)C)c(CC(C(N)=O)C(N)=O)c1	4.7	-2	1.2	-3	-0.6	4	2.7	-0.8	-4
CC(C)Nc1nc(Cl)nc(NN(C)c2nc(N(C)C)nc(N(C)C)n2)n1	-0.5	0	0.3	2	-1.7	0	1.0	0.0	6
COC(=O)c1[nH]c2ccccc2c1NC(=O)c1ccccc1F	0.7	6	-7.7	1	-2.3	?	0.3	.	-6
CCc1cc(C(=O)OC)c(NC(=O)CCCC(=O)O)s1	-3.9	-8	-0.8	1	0.2	5	0.2	1.4	5
CCCOc1c(Br)cc(C(N)=O)cc1OCC	.	-2	-0.1	-4	-5.0	-2	-0.2	0.2	-4
C[C@H](CO)N1C[C@H](C)[C@@H](CN(C)C(=O)Nc2ccc3c(c2)OCCO3)OCc2cnnn2CCCC1=O	-1.2&-2.2	3	-0.4	-1	-0.7	-9	.	.	10
CCOC(=O)C1CCCN(C(=O)c2ccc(N(C)C)cc2)CC1 (configuration not stated)	-0.4	3	-0.3	2	-0.8	-2	.	.	9

Exported with values under each structure: part of the list above
Below each SMILES: BioA inh	BoNT F protease	BoNT-A LC inh2	Mtb FBA inh	FadD28 binding	Anthrax LF prot	Mtb UGM inh	PfHsp40 rescue	GDH-TPI inh
- CC(=O)c1ccc(OC(C)C)c(CC(C(N)=O)C(N)=O)c1
 : 4.7	-2	1.2	-3	-0.6	4	2.7	-0.8	-4
- CC(C)Nc1nc(Cl)nc(NN(C)c2nc(N(C)C)nc(N(C)C)n2)n1
 : -0.5	0	0.3	2	-1.7	0	1.0	0.0	6
- COC(=O)c1[nH]c2ccccc2c1NC(=O)c1ccccc1F
 : 0.7	6	-7.7	1	-2.3	?	0.3	.	-6
- CCc1cc(C(=O)OC)c(NC(=O)CCCC(=O)O)s1
 : -3.9	-8	-0.8	1	0.2	5	0.2	1.4	5

The results go on.
SMILES	BioA inh	BoNT F protease	BoNT-A LC inh2	Mtb FBA inh	FadD28 binding	Anthrax LF prot	Mtb UGM inh	PfHsp40 rescue	GDH-TPI inh
COc1cccc2nc3c(C(=O)NCCN(C)C)cccc3cc12	.	-14	1.9	1	0.3	3	.	-1.2	9
CC(C)CNc1nc(SCC(=O)Nc2ccccc2)nc(N2CCOCC2)n1	.	-6	0.4	-3	1.1	-1	-1.5	0.3	-1
O=C1c2ccccc2C(=O)N1CCCON1C(=O)c2ccccc2C1=O	.	0	-0.8	-4	-0.5	0	0.3	-1.4	-2
Cc1nn(C)c(C)c1CNC(=O)Nc1cccc(Cl)c1C	1.0	5	-0.7	2	-0.3	-1	-1.2	-0.9	-6
O=C1CS/C(=N/N=C/c2ccco2)N1Cc1ccc(F)cc1	1.5	?	-1.3	-1	-2.9	-14	2.5	.	38*
CCOc1ccc(C(=O)NCC(=O)N2CCCCCCC2)cc1OCC	.	-8	-0.9	-1	-0.4	-1	-1.8	.	-2
Brc1ccccc1C1=Nn2c(nnc2-c2ccccc2)SC1	-2.4	2	-0.6	1	-0.3	0	0.3	0.0	11
Nn1c(SCC(=O)NC(=O)NCc2ccccc2)nnc1C1CC1	-0.8	5	0.0	5	0.0	-1	-1.6	-1.9	-11
O=c1ccnc(Nc2ccc3c(c2)OCCO3)[nH]1	.	1	-0.9	0	0.5	0	-2.2	-0.5	-1
O=S(=O)(c1ccccc1)C(Br)S(=O)(=O)c1ccccc1	-2.0	-1	-0.7	4	1.1	-5	.	.	-1
COc1cc(OC)cc(C(=O)NNC(=O)c2cc3ccccc3cc2O)c1	-3.4	0	0.9	-3	-3.4	3	1.8	2.4	0
Cc1oc(S(=O)(=O)N2CCCCC2)cc1NC(=O)Nc1ccc(F)cc1	.	?	?	-6	-3.7	-3	-2.4	-0.7	-11
O=C(N/C(=C\c1ccc(Br)cc1)C(=O)N1CCOCC1)c1ccc(Br)o1	-2.6	15	2.7	-1	0.1	-8	1.0	-2.4	16
CSc1nc2sc3c(c2c(=O)[nH]1)CCC3	7.9	-4	-0.9	1	-1.5	0	3.3	-0.4	5
COc1cc(C(=O)N=c2sc3ccccc3n2C)cc(OC)c1OC	.	-2	-0.4	0	-3.8	0	-0.7	-0.7	17
CCS(=O)(=O)c1ccc(O)c(NC(=O)COc2ccccc2)c1	0.4	2	-0.4	-1	0.2	-1	-2.4	0.1	7
O=C1CN(C(=O)COC(=O)[C@@H]2CC(O)CN2S(=O)(=O)c2ccc(Cl)cc2)c2ccccc2N1 (some centres not stated)	1.2	-4	-0.9	1	-4.8	-1	0.7	-0.9	-4
O=C(COc1ccc(F)c(Cl)c1)N1CCCCCCC1	-0.9	-17	-2.4	3	-1.5	-2	0.7	-0.5	12
CN1C(=O)/C(=C\c2ccc(-c3ccccc3)o2)SC1=S	-13	20	67*	0	-0.6	30*	0.9	0.0	-1
O=C(O)/C=C/C(=O)Nc1ccc(S(=O)(=O)N2CCCC2)cc1	.	-5	-0.5	4	-2.0	0	-1.2	-1.2	3
Cc1ccc(S(=O)(=O)N2CCN(C(=O)NCc3ccc(C(=O)O)cc3)CC2)cc1	-0.8	-3	-0.2	-1	0.3	-3	-1.1	-0.4	-5
Cc1ccc(S(=O)(=O)CCC(=O)Nc2ccc3c(c2)OCO3)cc1	3.5	-5	-1.3	-4	-2.0	2	2.0	-0.8	7
COCCn1nnnc1CN1CCC(NC(=O)Nc2cccc(OC)c2)CC1	8.7	-4	-1.4	1	-0.9	0	1.6	-0.4	10
NC(=O)c1ccc(NC(=O)CN2CCN(C(=O)c3ccco3)CC2)cc1	20	2	0.1	0	-1.8	-1	4.0	-0.2	3
Cc1ccc(C#CC(C)(O)C(C)(C)C)cn1 (configuration not stated)	5.5	?	1.3	2	-1.2	-5	-1.6	-0.2	-4
O=C(NCc1ccccn1)C(C(=O)c1ccc(F)cc1)n1ccccc1=O (configuration not stated)	-2.7	0	0.4	-2	-0.2	-3	3.1	0.6	11
Fc1ccc(N2CCN(Cc3nnc(-c4ccccc4)o3)CC2)cc1	.	-4	0.4	-1	-0.1	0	2.8	-1.1	4

Compounds as they come; 4.7% or so of the library scored in one or more.
